LmPK inh = inhibitors of Leishmania mexicana pyruvate kinase; purified LmPK, Kinase-Glo ATP luminescence, 1 h; Potency, µM (series often up to 57.5 µM), for inactives: at the top dose activity change, negative = inhibition, actives largely listed as inhibitors; hit rate 0.37% among 290,000; AID 1721; further: potency means the concentration at half of the fitted maximal effect; on the % scale 0 is the no-effect control and ±100 the full control effect
Target sequence (Q27686 whole entry, looked up): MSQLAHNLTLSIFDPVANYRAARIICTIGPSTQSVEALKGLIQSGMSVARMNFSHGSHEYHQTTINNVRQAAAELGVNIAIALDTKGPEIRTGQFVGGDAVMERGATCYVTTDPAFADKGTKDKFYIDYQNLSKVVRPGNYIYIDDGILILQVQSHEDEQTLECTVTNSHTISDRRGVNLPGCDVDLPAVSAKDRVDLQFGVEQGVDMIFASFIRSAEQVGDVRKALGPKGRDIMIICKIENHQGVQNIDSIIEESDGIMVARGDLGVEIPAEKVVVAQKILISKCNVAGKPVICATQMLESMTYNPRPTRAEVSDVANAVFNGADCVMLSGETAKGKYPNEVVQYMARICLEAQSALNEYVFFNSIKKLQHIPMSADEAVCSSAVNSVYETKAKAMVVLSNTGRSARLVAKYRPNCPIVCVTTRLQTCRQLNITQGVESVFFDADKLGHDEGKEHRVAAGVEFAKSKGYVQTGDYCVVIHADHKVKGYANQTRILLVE
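Purified LmPK (0.1 nM) converted ADP (0.1 mM) to ATP with PEP (0.5 mM) in imidazole buffer pH 7.2 with KCl and MgCl2, 1 h at room temperature. ATP was read by Kinase-Glo luminescence; data normalized to uninhibited and no-enzyme controls.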
Pf growth 48h = P. falciparum growth inhibition at 48 hours (one generation); P. falciparum luciferase growth in erythrocytes, 48 h; Potency, µM (titrated, usually from 28.7 µM), for the others: at the top dose activity change, negative = inhibition, usual class: inhibitors; hit rate 5.9% among 310,000; further: potency means the concentration at half of the fitted maximal effect; on the % scale 0 is the no-effect control and ±100 the full control effect
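First compound was added to culture medium, then infected red cells at 0.1% parasitemia and 2% hematocrit (final). After incubation at 37 C under 5% CO2, luciferase detection reagent was dispensed and light output recorded.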
AmpC inh no detg = blocks E. coli AmpC beta-lactamase in detergent-free assay; AmpC nitrocefin hydrolysis, absorbance 480 nm, 0.0001% Triton; hit rate 0.52% among 330,000; AID 485341; Potency, µM (top dose mostly 57.1 µM), inactives show at the highest dose activity change, negative = inhibition, actives largely listed as inhibitors; P00811;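 further: potency means the concentration at half of the fitted maximal effect; plate controls were no compound for no effect and no enzyme for full effect; nearly all actives have a fitted effect of over 20% in size; some results filed as inactive show a strong effect at the top dose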
Target sequence (P00811 whole entry, looked up): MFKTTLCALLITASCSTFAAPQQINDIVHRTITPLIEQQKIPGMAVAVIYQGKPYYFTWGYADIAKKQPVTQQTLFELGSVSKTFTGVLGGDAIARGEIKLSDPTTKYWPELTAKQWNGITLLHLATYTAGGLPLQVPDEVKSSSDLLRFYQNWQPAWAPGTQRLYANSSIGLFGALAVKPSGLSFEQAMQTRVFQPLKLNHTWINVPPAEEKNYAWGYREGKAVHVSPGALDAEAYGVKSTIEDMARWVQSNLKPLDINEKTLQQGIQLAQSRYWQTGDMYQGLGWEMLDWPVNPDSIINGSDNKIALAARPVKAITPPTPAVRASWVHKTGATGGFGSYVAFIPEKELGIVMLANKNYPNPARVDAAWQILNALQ
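20 mM phosphate pH 7.0 + 0.01% (detergent screen) or 0.0001% Triton X-100; 5.3 nM AmpC reagent; cpd preinc 15 min RT; nitrocefin (800 uM stock) to start; A480 q20 s × 4 min; Activity was normalised to no-enzyme and no-compound control wells.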
TbPYK inhibitor = inhibitors of Trypanosoma brucei pyruvate kinase; Q57TT1; TbPYK enzyme, Kinase-Glo Plus ATP luminescence, 45 min; Potency, µM (series often up to 76.8 µM), without a hit: at the highest dose activity, negative = inhibition, most hits filed as inhibitors; hit rate 0.12% among 410,000; AID 624173; further: potency means the concentration at half of the fitted maximal effect; on the % scale 0 is the no-effect control and ±100 the full control effect; nearly all actives have a fitted effect of over 50% in size
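Readout: single end-point luminescence (Kinase-Glo Plus, 10 min). Reaction conditions were TbPYK/substrate plus 130 uM ADP, 45 min at RT, pH 7.2 TEA buffer. No-enzyme wells served as controls, and data were normalized before concentration-response fitting.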
CHX counter = counter-screen hit for Shiga toxin inhibitors, cycloheximide; cell reporter, cycloheximide protein synthesis inhibition counterscreen; max response, %; hit rate 12% among 300,000; AID 2314; in the data active means max response mostly above about 13%, no sharp cut-off; inactive means mostly below about 14%; further: read at 38.3 µM for the half of the compounds with a filed dose; 0% is about no effect
Shiga toxin inh = blocks Shiga toxin action in Vero cells | AID 2315 | Vero cells, Shiga toxin protein synthesis inhibition reporter | hit rate 9.2% among 290,000 | inhibition, % at 38.7 µM; in the data active means inhibition mostly above about 28%, no sharp cut-off; inactive means mostly below about 43%; further: 0% is about no effect
Pf growth 96h = inhibits malaria parasite growth, 96 h; hit rate 6.9% among 320,000; P. falciparum luciferase reporter growth, 96 h; AID 504834; Potency, µM (series often up to 28.7 µM), for inactives: top-dose activity change, negative = inhibition, hits mostly inhibitors; further: potency means the concentration at half of the fitted maximal effect; on the % scale 0 is the no-effect control and ±100 the full control effect
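Readout is luminescence from an integrated firefly luciferase in P. falciparum. Red cells, 2% hematocrit and 0.05% parasitemia final, were cultured with compound through two parasite generations (96 hours) at 37 C, 5% CO2.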
Starred values were filed as active, the others as inactive; ? = inconclusive; / = not tested or not shown; [ ] = another dose, or the depositor's remark. Unless noted, the call rests on the fitted dose curve; in most records, active means well fitted curve in the direction sought with a large enough effect; inconclusive means small, poorly fitted or top-dose-only effect, or another doubt; inactive means no such curve, though single readings can be large; an effect the other way counts as inactive or inconclusive.

Preview (4 entries):
SMILES	LmPK inh	Pf growth 48h	AmpC inh no detg	TbPYK inhibitor	CHX counter	Shiga toxin inh	Pf growth 96h
O=C1Nc2cc3c(cc2Sc2ccccc21)OCCO3	-3%	-5%	-20%	0%	-5	-12	?
O=c1[nH]nc(Cc2ccc(Cl)cc2)c2ccccc12	7%	?	-17%	-5%	0	-4	?
Cc1ccccc1-n1c(=O)cc(NCC2CCCO2)[nH]c1=O (stereo not given)	2%	-6%	-6%	3%	-1	5	6.6µM*
O=C(Nc1ccc(Cl)c(Cl)c1)Nn1cnnc1	-8%	-14%	-16%	-11%	9	0	125%[activator]

Results, repeating the preview:
SMILES	LmPK inh	Pf growth 48h	AmpC inh no detg	TbPYK inhibitor	CHX counter	Shiga toxin inh	Pf growth 96h
O=C1Nc2cc3c(cc2Sc2ccccc21)OCCO3	-3%	-5%	-20%	0%	-5	-12	?
O=c1[nH]nc(Cc2ccc(Cl)cc2)c2ccccc12	7%	?	-17%	-5%	0	-4	?
Cc1ccccc1-n1c(=O)cc(NCC2CCCO2)[nH]c1=O (stereo not given)	2%	-6%	-6%	3%	-1	5	6.6µM*
O=C(Nc1ccc(Cl)c(Cl)c1)Nn1cnnc1	-8%	-14%	-16%	-11%	9	0	125%[activator]
Cc1c(OC(=O)CNC(=O)OC(C)(C)C)ccc2c3c(c(=O)oc12)CCC3	1%	-2%	61%[activator]	-12%	8	-9	67%[activator]
NC(=O)C1CCN(C(=O)COc2ccc(S(=O)(=O)NCc3ccccc3)cc2Cl)CC1	0%	?	-11%	1%	-4	-7	?
COc1ccc2c(c1OC)C(=O)N(c1ncn[nH]1)C2	-1%	0%	-7%	0%	3	8	-4%
Cc1ncsc1CCOC(=O)c1ccc(Cl)cc1	-1%	41%[activator]	1%	-16%	35*	69*	29%
CCNc1nc(NCC)n2c(SCC(=O)Nc3ccc(OC)c(OC)c3)nnc2n1	/	10%	-7%	0%	/	/	?
CC1=NC(=O)C(N=Nc2cccc(C(=O)O)c2)N1c1ccccc1 (stereo not given)	11%	84%[activator]	-26%	-11%	35*	104*	/
COc1cccc(-c2nc(CS(=O)(=O)CC(=O)Nc3cc(C)ccc3C)c(C)o2)c1	3%	?	-7%	-3%	-4	-12	-3%
COc1ccc(S(=O)(=O)N(C)C)cc1NC(=O)c1ccc(OCC(=O)N2CCOCC2)c(OC)c1	/	-17%	79%[activator]	-6%	/	/	-11%
O=C(/C=C/c1cccc(Cl)c1)Nn1c(-c2cccs2)nc2ccccc2c1=O	1%	-1%	-35%	7%	0	-2	2.1µM*
Cc1ccc(C)c(Nc2nc3ccccc3n3cnnc23)c1	3%	0%	42%	0%	4	-5	?
CC1CCN(C(=O)c2[nH]cnc2C(=O)N(C)Cc2ccccc2)CC1	/	11%	1%	4%	/	/	34%[activator]
CCCCn1c(O)c(N=Nc2ccccc2O)c2ccccc21	/	6.6µM*	-24%	0%	/	/	42%[activator]
CCCOc1ccc(C2C(C(=O)c3ccc(C)o3)=C(O)C(=O)N2Cc2cccnc2)cc1 (stereo not given)	-1%	8%	-42%	/	-8	-6	/
CCCN(C(=O)c1cn(-c2ccccc2)nc1-c1ccc(OC)cc1)C1CCS(=O)(=O)C1 (stereo not given)	/	?	137%[activator]	1%	/	/	?
C=CCN(c1ccccc1Cl)S(=O)(=O)c1cccc(C(=O)NCCc2ccc(OC)cc2)c1	0%	?	-22%	-14%	5	26	?
COc1ccccc1OCCSc1nnnn1-c1ccc(C)cc1	13%	/	-11%	1%	28	42	27%
Cc1ccc(P(=O)(CC(=O)O)c2ccc(C)cc2)cc1	0%	-6%	-7%	-9%	-2	-19	?
COCCCNC(=O)c1ccccc1N(Cc1ccccc1)S(=O)(=O)c1ccc(OC)cc1	-2%	?	144%[activator]	3%	1	-24	?
O=C1CSC(=Nc2cccc(Cl)c2Cl)N1Cc1cccnc1	5%	?	46%	5%	1	-18	?
COc1ccc(/C=N/NC(=O)CO/N=C(\C)c2cccs2)cc1	-4%	/	-24%	0%	-2	-13	?
Cc1ccc(CNC(=O)c2nn(C)c(C)c2[N+](=O)[O-])cc1	2%	-11%	-9%	-4%	-3	-3	-11%
The listing continues:
SMILES	LmPK inh	Pf growth 48h	AmpC inh no detg	TbPYK inhibitor	CHX counter	Shiga toxin inh	Pf growth 96h
Cc1c(NC(=O)C2CCN(S(=O)(=O)c3ccc(Cl)cc3)CC2)c(=O)n(-c2ccccc2)n1C	-5%	2%	-8%	-2%	7	-28	-2%
COc1ccc(Cl)cc1NC(=O)Nc1ccc(C(=O)N2CCOCC2)cc1	0%	-2%	60%	-8%	2	2	-18%
O=C(c1cccc(S(=O)(=O)Nc2ccc(F)cc2)c1)N1CCOCC1	/	7%	-7%	0%	/	/	36%[activator]
Cc1csc2c(=O)n3c(nc12)CCCCC3	-1%	7%	-14%	5%	1	-8	13%
CCn1c(SCC(N)=O)nc2sc3c(c2c1=O)CCCC3	2%	-30%	326%[activator]	-14%	-1	-21	/
CC(C)C1C(C#N)=C(N)Oc2n[nH]c(-c3ccccc3)c21 (stereo not given)	0%	-21%	-23%	-3%	-3	45	-15%
COc1ccc2ccccc2c1CN1CCN(C(=O)c2ccccc2)CC1	6%	?	136%[activator]	-19%	-1	-14	78%[activator]
COc1ccc(NC(=O)NCc2ccccn2)cc1	-1%	16%	-19%	0%	-3	14	-16%
CC1(C)CC(NC(=O)COc2ccc3ccc(=O)oc3c2)CC(C)(C)N1	0%	17%	-17%	4%	7	-4	0%
CCN(CC)CCCNc1oc(-c2ccccc2[N+](=O)[O-])nc1C#N	8%	?	-1%	3%	11	15	2.6µM*
CCOc1ccc(NC(=O)CSc2nnnn2CC(=O)O)cc1	7%	1%	-3%	-6%	12	9	?
CC1CN(c2ccc([N+](=O)[O-])c(NCCOc3ccccc3)c2)CC(C)N1 (stereo not given)	0%	?	60%	2%	-2	7	105%[activator]
COc1ccc(C(C)(C)C)cc1NC(=O)c1ccc[n+]([O-])c1	5%	41%[activator]	-8%	-2%	-2	-4	13%
O=C(CCN1C(=O)/C(=C/c2ccccc2Cl)SC1=S)Nc1cccnc1	-1%	30%	-40%	-7%	11	17	18%
Cc1c(/C(O)=C2/C(=O)C(=O)N(CCN3CCOCC3)C2c2cccs2)cnn1-c1ccccc1 (stereo not given)	0%	81%[activator]	0%	-1%	40*	86*	122%[activator]
CC(C)NC(=O)CN(CCc1ccccc1)S(C)(=O)=O	-7%	-13%	-2%	4%	-3	-11	82%[activator]
CCOc1ccc(NC(=O)CCCCCN2C(=O)[C@@H]3Cc4ccccc4CN3C2=O)cc1	-1%	?	33%	0%	7	3	?
COc1ccc(-c2cc(-c3nnc(-c4ccncc4)o3)c3ccccc3n2)cc1	0%	?	-8%	-1%	-2	-8	9.3µM*
O=C(c1cccc(Cl)c1)N(Cc1ccco1)C1CCS(=O)(=O)C1 (stereo not given)	-4%	9%	-17%	-5%	-4	5	35%[activator]
COc1ccc(-c2cccc(C(=O)NCC(=O)O)c2)cc1	-1%	/	-19%	-6%	23*	35*	6%
Clc1cccc(CSc2nnc(-c3ccccn3)n2Cc2ccco2)c1	2%	?	17%	-4%	-3	-3	?
CC(C)CN(C(=O)Cn1c(Cl)nc2c1c(=O)n(C)c(=O)n2C)C1CCS(=O)(=O)C1 (stereo not given)	/	4%	-2%	2%	/	/	23%
O=C(Cn1c(=O)oc2ccccc21)Nc1ccc2c(c1)OCCO2	-2%	24%	-51%	-1%	18*	13	/
O=C(OCC(=O)c1ccc[nH]1)c1ccccc1	-2%[11.5 µM]	411%[activator]	-29%	-2%	47*	118*	412%[activator]
COCCNC(=S)NN=C1CCC(c2ccccc2)CC1 (stereo not given)	4%	16%	154%[activator]	-2%	-1	15	?
(further entries)
SMILES	LmPK inh	Pf growth 48h	AmpC inh no detg	TbPYK inhibitor	CHX counter	Shiga toxin inh	Pf growth 96h
O=c1c2ccccc2c2ccccc2c(=O)n1CC1CCCO1 (stereo not given)	2%	-9%	-3%	-10%	-4	-6	?
CC1CCCN(c2ccc(C(=O)Nc3cccnc3)cc2[N+](=O)[O-])C1 (stereo not given)	6%	-15%	-2%	-4%	20	48*	5%
Cc1sc(NC(=O)CCS(=O)(=O)c2ccccc2)c(C#N)c1C	/	8%	-29%	-20%	/	/	5%
CCOC(=O)C(=O)c1csc(NC(=O)CCSc2ccc(C)cc2)n1	3%[11.5 µM]	1%	-17%	1%	-4	-2	11%
O=C(CCS(=O)(=O)c1ccc(Br)cc1)NCCC1=CCCCC1	3%	4%	-7%	1%	-3	12	41%[activator]
COc1cccc(CNC(=O)c2ccc(CS(=O)(=O)Cc3ccc(C)cc3)o2)c1	4%	-11%	-6%	0%	-3	-5	?
CCOC(=O)C1CCN(Cc2ccccn2)CC1	0%	9%	-3%	/	-2	-1	10µM*
CCCN1CCO[C@@H]2c3cc(O)ccc3OC[C@H]21	/	1%	-3%	3%	/	/	46%[activator]
Cc1cccc(N2CCN(C(=O)CN3C(=O)NC(C)(C4CC4)C3=O)CC2)c1C (stereo not given)	/	?	19%	-2%	/	/	30%[activator]
Cc1ccc(C)c(CSc2nnc([C@@H]3CCCN3)o2)c1	4%	3%	-5%	5%	-3	4	6%
CCOCCn1c(CN(Cc2ccccc2)Cc2ccccc2)nc2c1c(=O)n(C)c(=O)n2C	9%	/	141%[activator]	-3%	-9	-5	1.3µM*
O=P(O)(O)COc1ccccc1O	0%	10%	-8%	-3%	-1	2	-17%
O=C(NCc1ccc(F)cc1)C(c1ccccc1)c1ccccc1	1%	-29%	-32%	-2%	5	19	?
CCc1ccc(/C(C)=N/NC(=O)CNC(=O)/C=C/c2ccccc2OC)cc1	-5%	-5%	4%	1%	-3	-6	3%
O=C(CCn1cnc2ncccc2c1=O)N1CCN(c2cccc(Cl)c2)CC1	7%	-15%	3%	-3%	-1	-13	?
CN(c1ccccc1)S(=O)(=O)c1cccc(NC(=O)COC(=O)C2CCCCC2)c1	4%	-6%	3.5µM*	4%	-1	-8	18%
COc1ccc(S(=O)(=O)N(CC(=O)N2CCN(C)CC2)c2ccccc2)cc1OC	0%	-9%	-2%	-2%	-2	8	-11%
COc1ccc(C(C(=O)NCC2CCCO2)N(C(=O)CNC(=O)c2cccs2)c2ccc(C)cc2)cc1OC (stereo not given)	4%	10µM*	134%[activator]	5%	-1	-6	-4%
O=C(CN1CCOCC1)N1CCc2ccccc2C(c2ccccc2)C1 (stereo not given)	-2%	-24%	117%[activator]	-5%	4	-19	?
C/C(=N\NC(=O)c1cccnc1)c1ccccc1	-3%	47%[activator]	-1%	9%	13*	5	?
CC(C)[n+]1ccn(C2=C([O-])c3ccccc3C(=O)/C2=N\S(=O)(=O)c2ccccc2)c1	-4%	6.6µM*	-16%	1%	-1	-9	?
O=C(c1ccccc1F)N1CCCc2ccccc21	0%	21%	-10%	-7%	29*	55*	?
CC1(C)CC(=O)C=C(C(=O)N2CCCC(C(=O)c3cccc(Cl)c3)C2)O1 (stereo not given)	-3%	-19%	87%[activator]	-2%	-2	-1	?

High-throughput results deposited in PubChem BioAssay by National Center for Advancing Translational Sciences (NCATS).
